m5-HT2A agonist – activates the mouse 5-HT2A serotonin receptor. P35363. CHO-K1 mHTR2A beta-arrestin complementation, luminescence; percent of 30 µM serotonin response. activation, % at 7.6 µM. actives 0.66% (n = 360,000);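 active means activation above a run cutoff, the mean activation of all tested compounds plus 3 SD, cut at about 14% in these data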;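 further: 0% = plate median of compound wells and 100% = 30 µM serotonin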
Target sequence (P35363 whole entry, looked up): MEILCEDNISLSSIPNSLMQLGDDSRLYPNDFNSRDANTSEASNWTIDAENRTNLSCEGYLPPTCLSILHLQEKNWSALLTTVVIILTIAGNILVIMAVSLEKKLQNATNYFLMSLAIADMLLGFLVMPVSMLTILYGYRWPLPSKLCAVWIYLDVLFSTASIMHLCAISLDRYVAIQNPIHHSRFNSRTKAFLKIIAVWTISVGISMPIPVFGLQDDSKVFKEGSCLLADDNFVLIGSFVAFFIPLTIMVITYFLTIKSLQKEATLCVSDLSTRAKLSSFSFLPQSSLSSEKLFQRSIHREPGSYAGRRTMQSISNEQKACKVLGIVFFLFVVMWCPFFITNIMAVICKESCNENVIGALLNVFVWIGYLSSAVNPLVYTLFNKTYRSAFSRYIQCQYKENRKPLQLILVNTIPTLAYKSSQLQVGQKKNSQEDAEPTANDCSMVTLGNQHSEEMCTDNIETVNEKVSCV
Exocytosis inh – lytic granule exocytosis inhibition; TALL-104 LAMP-1 surface exposure, flow cytometry; cells stimulated with thapsigargin and PMA; inhibition, % at 10 µM; actives 0.66% (n = 360,000); AID 651702;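 active means inhibition above about 55%, limit read from the data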
MC4R antag cAMP – blocks human MC4R cAMP signaling | MC4R-expressing cells, MTII-stimulated cAMP, LANCE TR-FRET | inhibition, % at 6.5 µM | actives 0.48% (n = 360,000) | AID 540295;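 active means inhibition above its plate's cutoff, the mean of tested wells on that plate plus 3 SD, cut at about 29% in these data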;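 further: 0% = Melanotan II alone and 100% = Melanotan II plus saturating MCL0020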
Target sequence (P32245 whole entry, looked up): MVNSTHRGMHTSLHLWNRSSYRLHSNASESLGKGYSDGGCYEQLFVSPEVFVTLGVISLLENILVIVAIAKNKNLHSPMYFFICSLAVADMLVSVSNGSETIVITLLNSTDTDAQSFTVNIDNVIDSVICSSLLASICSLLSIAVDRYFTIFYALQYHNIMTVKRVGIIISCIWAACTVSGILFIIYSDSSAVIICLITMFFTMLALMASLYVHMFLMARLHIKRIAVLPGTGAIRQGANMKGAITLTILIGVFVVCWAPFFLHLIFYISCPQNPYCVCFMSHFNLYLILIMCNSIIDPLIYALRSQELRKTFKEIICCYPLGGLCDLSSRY
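System: U2OS-MC4R stable cell line; Technique: Eu-cAMP/anti-cAMP TR-FRET, emission 671 nm; Repeats: single well per compound; Also added: Melanotan II; Dosing: one concentration, 6.5 µM nominal; Schedule: 30-min compound, 1-h challenge, 1-h detection, room temperature.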
N-glyco inh – N-linked glycosylation inhibition. D54 ERlucT glycosylation luciferase reporter, 24 h; percent of 100 nM tunicamycin response. reporter increase, % at 12.5 µM. actives 0.23% (n = 360,000). AID 588692;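 active means mean luciferase reporter signal, scaled so untreated is 0 and the glycosylation-blocking control 100, at or above a set limit in every replicate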;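 further: luciferase carries N-glycosylation sites so blocking glycosylation raises the light; 0% = median of neutral control wells and 100% = median of 100 nM tunicamycin wells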
Cardio protect – myocardial damage modulation in H9c2 cells; H9c2 cardiomyocytes, H2O2 injury protection, ATPLite, 2 h; actives 0.63% (n = 360,000); protection from H2O2 cell death, % at 20 µM; AID 588492;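 active means compounds giving at least 50% protection of heart cells from peroxide-induced death in the single-dose screen, raw or plate-pattern-corrected value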;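 further: 0% = DMSO wells with peroxide and 100% = DMSO wells without peroxide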
aDG glyco up – alpha-DG glycosylation activation. actives 0.22% (n = 360,000). AID 624168. Pro5-aDG cells, alpha-DG glycosylation AlphaScreen (IIH6); 0% Pro5, 100% B10-LARGE cell signal. activation, % at 10 µM;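 active means activation of at least 8% versus controls, or a plate z-score of at least 8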;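 further: Pro5 are CHO cells carrying HIG-tagged alpha-DG that lacks glycosylation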
iPSC survival up – enhancers of human iPSC single-cell survival | actives 0.044% (n = 360,000) | survival enhancement, % at 20 µM | AID 602274 | hiPSC single-cell survival, ATPlite luminescence; 100% = ROCK inhibitor wells, 0% = DMSO; in the data active means survival enhancement above about 18%;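 further: cells exposed to compounds for 16 hours before the ATP read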
MC4R ag barr – human MC4R agonism via beta-arrestin; U2OS MC4R beta-arrestin complementation, luminescence; percent of melanotan II response, DMSO zero; activation, % at 8.9 µM; actives 0.98% (n = 360,000); AID 540308;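 active means activation above a per-plate cutoff, the mean activation of sample wells on that plate plus 3 SD, cut at about 8% in these data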
ABHD5-PLIN5 inh – inhibitors of human ABHD5-perilipin-5 interaction; Split G. princeps luciferase complementation, luminescence, 4 h; inhibition, % at 4 µM; actives 0.78% (n = 360,000); AID 602281;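 active means inhibition above the mean inhibition across every tested compound plus 3 SD, cut at about 22% in these data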;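 further: 0% = DMSO only wells and the 100% control is not disclosed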
ABCB6 inh MLPCN – inhibitors of human ABC transporter ABCB6 | K562-ABCB6 porphyrin accumulation, flow cytometry, 1 h; active compounds read low | fluorescence ratio to DMSO, % at 10 µM | actives 0.19% (n = 360,000);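 active means fluorescence ratio to DMSO below 75%, the collection mean minus 3 SD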;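 further: signal is porphyrin accumulated inside mitochondria; 100% equals median channel fluorescence of DMSO control wells; lower ratio means ABCB6 inhibition with less porphyrin fluorescence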
Numbers without * were called inactive; x = no result given.

SMILES	m5-HT2A agonist	Exocytosis inh	MC4R antag cAMP	N-glyco inh	Cardio protect	aDG glyco up	iPSC survival up	MC4R ag barr	ABHD5-PLIN5 inh	ABCB6 inh MLPCN
CS(=O)(=O)c1ccc(Cl)c(NC(=O)CN2C(=O)C3CCCCC3C2=O)c1 (stereo not drawn)	8	-1	4	1	4	0.4	0.4	-4.4	12	97
CCOC(=O)[C@@H]1[C@H]2COc3ccc(Br)cc3[C@@H]2N2C(=O)N(c3ccc(C(F)(F)F)cc3)C(=O)[C@@]12C	-3	0	6	-3	-7	0.0	-0.1	-0.7	-3	101
COc1ccc(C)cc1NC(=O)C(OC(=O)CNC(=O)c1cc(C)cc(C)c1)c1ccccc1 (stereo not drawn)	-1	5	16	-1	1	-0.2	-2.1	0.0	2	91
CCCC1(c2ccccc2)NC(=O)N(CC(=O)Nc2cc(C)on2)C1=O (stereo not drawn)	-2	-1	20	1	12	-0.3	2.8	0.1	-5	100
CCOc1ccc(C2C(C#N)=C(N)Oc3cc(C)oc(=O)c32)cc1 (stereo not drawn)	-3	0	9	2	-6	-0.2	-0.3	-2.4	0	100
O=C(Nc1ccc(Cl)cc1)Nc1nnc(CSCc2ccccc2)s1	0	1	-7	-4	-23	-0.6	0.1	-0.6	14	96
Cc1ccc(OCCNC(=O)C2CC(=O)N(c3ccc(C)cc3)C2)cc1 (stereo not drawn)	12	-3	8	0	-7	-0.2	0.8	-0.1	-3	107
CN(C)S(=O)(=O)c1ccc2nnn(OCC(=O)NC34CC5CC(CC(C5)C3)C4)c2c1	11	-1	6	-5	-8	-0.3	-0.7	-0.5	3	96
CN1CCc2c(sc(NC(=O)Cc3ccccc3)c2C#N)C1	18*	4	-1	1	3	0.2	0.0	-1.4	-3	95
C[C@@]12C(=O)N(c3ccc(C(F)(F)F)cc3)C(=O)N1[C@@H]1c3ccccc3OC[C@@H]1[C@H]2c1ccccc1	0	2	4	-10	-1	0.1	-1.7	2.8	-7	99
O=C(NCCCN1CCCC1=O)c1cc2c(s1)CCCCC2	0	17	3	1	4	0.0	-0.5	-0.2	-3	96
COC(=O)c1ccc2nc(C3CCCCC3)c(Cc3cccc(Cl)c3)n2c1	-1	3	x	-1	-3	0.2	7.4	x	-4	95
COc1cccc(N2CC(NC(=O)c3cccc4ccccc34)CC2=O)c1 (stereo not drawn)	-6	-4	16	1	9	0.5	1.1	-2.4	-1	103
Cc1ccccc1N(C=O)c1ccccc1C	-1	18	9	-1	7	0.2	-0.5	-2.2	0	98
Cc1ccc(NC(=O)C2CCCN2S(=O)(=O)c2ccc3c(c2)n(C)c(=O)c(=O)n3C)cc1C (stereo not drawn)	-1	1	0	1	13	0.0	-0.3	-0.2	2	94
O=C(NCCO)c1ccc2nc(Cc3cccc(Cl)c3)oc2c1	-1	0	8	-1	-1	0.1	0.0	0.6	6	96
COc1ccccc1N1CCN(C(=O)C(F)F)CC1	0	1	8	3	5	0.0	-0.8	-2.2	-2	96
CC(=O)Nc1cccc(-c2csc(Nc3cccc(C)n3)n2)c1	2	14	-1	-4	14	-0.3	-2.3	-0.4	8	93
O=C1NC(=S)CN1c1ccccc1	4	-2	8	5	-5	0.1	-0.9	-3.4	17	97
Cc1ccc(N(CC(=O)NCc2ccccc2Cl)S(=O)(=O)c2cccs2)cc1	-2	4	10	-7	-5	0.7	-0.1	0.8	3	99
O=C(CN1C(=O)NC2(CCCCC2)C1=O)Nc1ccc(N2CCOCC2)cc1	1	-5	-4	4	-1	0.1	-1.1	-0.9	-1	98
COCCCNC(=S)NNC(=S)Nc1ccccc1	-2	-6	5	-1	1	0.0	0.6	-1.3	-9	97
CCN(CC)S(=O)(=O)c1ccc(N2CCOCC2)c(NC(=O)CN2C(=O)NC3(CCCC3)C2=O)c1	7	5	3	6	-1	-0.2	-3.4	-2.1	2	88
O=C(CSc1nnnn1-c1ccccc1)NCC1(N2CCCCC2)CCCCC1	3	-1	0	-2	2	-0.2	-0.6	-0.4	4	99
Cc1ccc(S(=O)(=O)N2[C@@H](c3ccc(Br)cc3)C(C(=O)O)=CC[C@H]2c2ccc3c(c2)OCO3)cc1	0	2	-4	-2	-1	0.1	1.8	-1.9	-4	101
COc1cc(OC)cc(C(=O)OCC(=O)Nc2ccc(N3CCCCC3)cc2)c1	3	2	-2	0	0	-0.4	-0.1	13*	3	89
Cc1nn2c(N)c(C#N)cnc2c1-c1ccccc1	7	-7	-6	2	21	0.2	-0.9	-0.2	6	79
Cc1ccc(/C=C/C(=O)Nc2cc(S(=O)(=O)N3CCOCC3)ccc2N2CCOCC2)cc1	-6	-1	20	-1	-1	-0.2	-0.3	-1.2	-2	101
Brc1csc(/C=N/Nc2nc3ccccc3s2)c1	-3	0	15	-9	-18	-0.3	-1.6	0.8	-6	102
COc1cc(-c2noc(CCC(=O)NC3CCCC3)n2)cc(OC)c1OC	2	7	11	4	-6	0.1	-0.4	0.1	0	96
CCOCCCNC(=O)COc1ccc(OC)cc1	3	1	3	2	2	-0.1	3.1	-2.3	1	101
COc1ccc(-c2cc([C@H]3[C@@H]4C=CCC[C@@]4(C)C(=O)N3Cc3ccccc3)ccc2F)cc1OC	-4	17	11	-3	-13	-0.2	3.4	-0.1	-5	97
O=C(Nc1nccs1)C(Br)C(Br)c1ccccc1 (stereo not drawn)	6	18	-16	-4	-4	0.2	0.1	2.3	15	91
Cc1cc2ccccc2c(=O)n1CC(=O)NCC(=O)N1CCN(c2ccccc2)CC1	-3	0	14	3	0	0.9	3.7	0.0	-6	100
Cc1cc(C(=O)Nc2nc3ccc(S(C)(=O)=O)cc3s2)c(C)o1	2	-5	0	-4	-6	-0.2	-2.4	0.1	-4	96
Nc1c(N(CCO)C(=O)C2CCCCC2)c(=O)[nH]c(=O)n1Cc1ccccc1	-1	1	2	1	-2	0.1	1.4	-0.4	-2	94

Next section (two carried over from the part before).
SMILES	m5-HT2A agonist	Exocytosis inh	MC4R antag cAMP	N-glyco inh	Cardio protect	aDG glyco up	iPSC survival up	MC4R ag barr	ABHD5-PLIN5 inh	ABCB6 inh MLPCN
Cc1cc(C(=O)Nc2nc3ccc(S(C)(=O)=O)cc3s2)c(C)o1	2	-5	0	-4	-6	-0.2	-2.4	0.1	-4	96
Nc1c(N(CCO)C(=O)C2CCCCC2)c(=O)[nH]c(=O)n1Cc1ccccc1	-1	1	2	1	-2	0.1	1.4	-0.4	-2	94
CCN(Cc1ccccc1)CC(O)COc1ccccc1 (stereo not drawn)	-2	2	9	0	0	0.3	-0.5	0.7	0	95
O=C(COc1ccc2c(c1)C(=O)CC1(CCCCC1)O2)NCc1ccccc1	-7	0	-5	-1	1	0.4	3.1	-0.8	-4	95
CN(Cc1ccncn1)C(=O)C1CCC(=O)N(Cc2cccc(C(F)(F)F)c2)C1 (stereo not drawn)	-1	-14	6	-1	-2	0.1	-0.2	-0.6	-6	80
Cc1c(C(=O)NCc2ccco2)oc2ccc(S(=O)(=O)N3CCC4(CC3)OCCO4)cc12	2	4	17	-1	13	-0.1	-1.6	-0.7	-2	95
CCCCn1c(-c2nonc2NC(=O)c2ccccc2Cl)nc2ccccc21	-1	77*	6	-13	-12	-0.2	-0.5	-1.0	-3	94
CN(C)C(=O)c1ccc(NC(=O)COC(=O)CC23CC4CC(CC(Br)(C4)C2)C3)cc1	11	-1	4	0	0	0.0	0.0	-0.2	3	100
O=C(C1=C[C@H](c2ccc3c(c2)OCO3)C[C@H](OCCCCO)O1)N1CCOCC1	-2	-5	10	-2	5	0.1	-2.4	-1.3	-1	101
O=C(c1cccc(C(=O)N2CCN(c3ccccc3F)CC2)c1)N1CCN(c2ccccc2F)CC1	1	2	-2	-1	22	-0.1	-1.2	1.2	0	95
CCOC(=O)/C(=N/Nc1ccccc1)Sc1nnnn1-c1ccc(C)cc1	1	1	1	0	-2	-0.3	-0.4	1.1	4	99
CN(C)S(=O)(=O)c1cccc(C(=O)NCC(C)(C)CNC(=O)c2cccc(S(=O)(=O)N(C)C)c2)c1	-4	-3	8	1	1	0.0	-0.4	-1.4	7	95
O=C(O)c1nc(N2CCCC2)ncc1Cl	2	-2	0	1	-2	0.1	2.0	-0.4	2	97
Oc1ccc(/C=N/NC(=S)Nc2cccnc2)c(O)c1O	3	10	5	0	4	0.1	0.5	-0.9	-18	93
O=C(COC(=O)CNC(=O)c1ccc(Cl)cc1Cl)Nc1cccc(S(=O)(=O)N2CCCC2)c1	-1	-10	6	-1	-5	0.0	0.4	-1.8	-8	90
O=C(NC1CCSc2ccccc21)c1ccccc1Br (stereo not drawn)	0	-5	7	-3	4	0.0	1.1	-0.8	8	100
Cc1cc(C)cc(NC(=O)Nc2cccc(S(N)(=O)=O)c2)c1	1	-7	-3	0	-5	-0.1	0.5	0.5	-1	92
C=CCNC(=S)NNC(=O)c1ccc(OCCC)cc1	0	-3	16	2	-4	-0.1	-2.7	1.4	-4	108
CCc1cccc(CC)c1NC(=O)CSc1nnc(C2CC2)n1C	-2	-6	8	-1	2	0.1	-0.4	-0.8	-6	97
CC(C)CC(CO)N1CCN(C(=O)c2ccc(C(C)(C)C)cc2)CCC1=O (stereo not drawn)	0	3	-3	-1	6	0.3	-2.8	0.2	8	98
N#C/C(=C(/O)c1ccc2c(c1)OCO2)c1nc2cc(C(F)(F)F)ccc2s1	4	19	9	1	-11	-0.2	-0.3	-1.2	-7	98
O=C(COC(=O)c1ccc(S(=O)(=O)N2CCOCC2)cc1)NC1CCCC1	-1	-2	2	0	-1	-0.2	-2.4	-2.2	3	97
O=C1C2CCCN2C(c2ccccc2)N1c1nccs1 (stereo not drawn)	1	-1	-2	1	-11	0.0	0.1	-1.3	-9	95
O=C(CN1CCN(C(c2ccccc2)c2ccccc2)CC1)N1N=CCC1c1ccccc1 (stereo not drawn)	-7	1	19	-3	-4	0.3	0.1	5.3	1	93
CCCNC(=O)C1(C)CCCN(C(=O)c2ccc(F)cc2Cl)C1 (stereo not drawn)	-1	13	-1	-3	4	-0.2	-1.3	-1.3	-4	89
COc1c(C)cc(Br)cc1C(=O)Nc1ccc(S(N)(=O)=O)cc1	-3	6	11	-1	2	0.4	2.0	0.1	0	93
CCCCOc1ccc(C(=O)N2CCNC(=O)C2)cc1	-1	12	1	1	1	0.0	-0.5	1.4	-1	93
COc1ccc(C(=O)Nc2ccc3[nH]c(-c4cccc(OC)c4)cc(=O)c3c2)cc1	-1	-1	-16	21	-7	0.8	0.4	0.5	10	104
COC(=O)c1ccccc1S(=O)(=O)N1CCC(c2nc3ccccc3o2)CC1	-3	-5	4	1	6	0.1	-0.4	-1.6	-6	105
CC1Cc2nc(SCC(=O)c3ccccc3)n(Cc3ccccc3)c(=O)c2S1 (stereo not drawn)	0	-5	3	3	8	-0.1	-0.6	-1.9	-3	96
CCC(C(=O)NC1CCCC1)n1c(C2CCCC2)nc2ccccc21 (stereo not drawn)	-2	2	x	x	x	0.0	x	x	1	x
C=CCn1c(SCCC)nc(O)cc1=O	-3	-1	-1	-1	-3	-0.1	-1.3	-0.6	-4	100
